# sEH inh: blocks human soluble epoxide hydrolase activity | inhibition, % at 2 µM | P34913 | AID 707 | actives 0.34% (n = 91,000) | recombinant human sEH enzymatic activity assay; in the data active means inhibition above about 80%; further: values of inactives mirror those of a sister screen read the other way; many of its hits are not listed in these tables
# CYP2C19 inhib: blocks human cytochrome P450 2C19; P33261; CYP2C19 Supersomes, luciferin-H EGE luminescence, 30 min; inhibition, % at 5 µM; actives 21% (n = 96,000); AID 778;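 active means CYP2C19 inhibition above a set limit at 5 µM in the primary screen, cut at about 50% in these data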;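 further: plate controls were negative control wells for no effect and 2.5 mM tranylcypromine positive control for full effect; values of inactives mirror those of a sister screen read the other way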
# S1P2 agonist: agonists of human S1P2 receptor; O95136; S1P2-expressing cell line, agonist reporter read-out; activation, % at 4.5 µM; actives 0.46% (n = 97,000); AID 729; in the data active means activation above about 16%;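 further: 0% = vehicle low control and 100% = maximal reference agonist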
# Target sequence (O95136 whole entry, looked up): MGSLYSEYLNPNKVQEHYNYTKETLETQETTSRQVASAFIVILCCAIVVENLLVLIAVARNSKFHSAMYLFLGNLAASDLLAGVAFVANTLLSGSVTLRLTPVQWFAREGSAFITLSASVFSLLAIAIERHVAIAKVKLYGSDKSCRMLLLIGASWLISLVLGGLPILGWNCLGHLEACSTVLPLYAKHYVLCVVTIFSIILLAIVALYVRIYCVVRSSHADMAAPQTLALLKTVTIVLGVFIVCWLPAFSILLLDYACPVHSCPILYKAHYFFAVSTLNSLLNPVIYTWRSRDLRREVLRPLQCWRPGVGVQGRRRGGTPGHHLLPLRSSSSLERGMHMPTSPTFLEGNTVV
# PostGolgi ctrl: inhibits growth of the yeast control strain; inhibition, % at 10 µM; efflux-deficient yeast background strain, growth absorbance A615, 16 h; actives 5% (n = 98,000); AID 738
# PostGolgi yeast: growth inhibition of a yeast mutant, post-Golgi transport screen | post-Golgi transport phenotypic cell assay | inhibition, % at 10 µM | actives 0.9% (n = 98,000);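 further: yeast cells grown in 1536-well plates; yeast grown about 18 h at 30C before absorbance read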
# sEH act: soluble epoxide hydrolase (human) activation; P34913; purified human sEH enzymatic activity, activator screen; activation, % at 2 µM; actives 0.04% (n = 91,000); in the data active means activation above about 37%; further: values of inactives mirror those of a sister screen read the other way
# S1P2 antag: antagonists of human S1P2 receptor; actives 0.21% (n = 97,000); cell-based S1P2 antagonist assay, inhibition at 5 uM; inhibition, % at 5 µM; AID 736; O95136; in the data active means inhibition above about 45%;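 further: CRE beta-lactamase reporter cells expressing human S1P2 stimulated with S1P; 0% = agonist at EC80 alone and 100% = agonist plus reference antagonist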
# hDAT+cocaine: modulates human dopamine transporter uptake under cocaine; LLC-PK1 hDAT cells, [14C]-dopamine uptake with cocaine IC80; actives deviate in either direction; B-score at 10 µM; actives 1.3% (n = 110,000); AID 449768;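 active means Z score or B-score, a plate-position-corrected score, falls beyond the plate's 99.7% confidence bounds, in either direction; inactive means both scores lie inside the 99.7% bounds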;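 further: scored against the spread of the other compound wells on the same plate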
# Target sequence (Q01959 whole entry, looked up): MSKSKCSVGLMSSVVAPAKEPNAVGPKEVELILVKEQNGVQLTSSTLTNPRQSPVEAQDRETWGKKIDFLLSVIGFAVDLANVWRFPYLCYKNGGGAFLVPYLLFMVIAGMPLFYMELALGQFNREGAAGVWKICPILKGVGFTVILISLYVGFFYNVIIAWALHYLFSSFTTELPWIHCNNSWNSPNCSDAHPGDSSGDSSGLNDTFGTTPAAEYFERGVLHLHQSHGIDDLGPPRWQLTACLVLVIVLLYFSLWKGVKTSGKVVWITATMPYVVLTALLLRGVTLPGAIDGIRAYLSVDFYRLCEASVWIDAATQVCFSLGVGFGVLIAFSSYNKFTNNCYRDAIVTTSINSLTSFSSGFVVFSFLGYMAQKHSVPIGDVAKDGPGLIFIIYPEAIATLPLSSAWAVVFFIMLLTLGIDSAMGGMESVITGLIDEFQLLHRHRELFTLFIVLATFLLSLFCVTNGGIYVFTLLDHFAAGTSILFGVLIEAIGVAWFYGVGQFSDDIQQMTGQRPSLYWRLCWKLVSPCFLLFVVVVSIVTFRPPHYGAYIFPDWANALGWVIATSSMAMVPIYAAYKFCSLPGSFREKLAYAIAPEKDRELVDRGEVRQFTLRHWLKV
# CYP2C19 activ: activators of human cytochrome P450 2C19; P33261; recombinant CYP2C19, luciferin-H EGE luminescence; active compounds read high; 0 = fully inhibited enzyme, 1 = untreated enzyme; activation factor at 5 µM; 96,000 tested, under 10 active;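 active means activation factor of at least 2 at 5 µM in the primary screen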;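 further: 0 = wells with 2.5 mM tranylcypromine and 1 = vehicle-only wells; values of inactives mirror those of a sister screen read the other way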
# An asterisk follows results filed as active; . = no result given. Unless noted, no stated cut-off is given here; in the data, active means inhibition above about 30%; inactive means the rest.
SMILES,sEH inh,CYP2C19 inhib,S1P2 agonist,PostGolgi ctrl,PostGolgi yeast,sEH act,S1P2 antag,hDAT+cocaine,CYP2C19 activ
COCCOCCOCCC(=O)NC1CC2CCC1(C)C2(C)C (centres undefined),-11,25,-6,10,-9,13,8,-0.026,0.7
COc1cccc(COc2nc3c(c(=O)n(C)c(=O)n3C)n2C)c1,1,6,-2,-2,3,-1,-29,0.047,0.9
CCOC(=O)c1c(C)oc2ccc(OCC(=O)N(CC)CC)cc12,11,48,-9,8,0,-13,-2,0.92,0.5
CCOC(=O)N1CCN(C(=O)/C(=C/c2ccccc2OC)NC(=O)c2ccccc2)CC1,-12,10,-3,5,2,11,-1,-0.0035,0.9
Cc1sc2nc(SCC(=O)N(CCO)CCO)n(C3CCCCC3)c(=O)c2c1C,6,4,-2,13,2,-6,-14,-0.46,1
COc1ccc(CNC(=O)c2ccc(N3CCCC3=O)cc2)cc1,21,-4,-10,8,-5,-22,9,1.2,1
CCC(C)N1C(=O)/C(=C/c2c(NCCCOC(C)C)nc3c(C)cccn3c2=O)SC1=S (centres undefined),-2,33,-8,26,21,5,23,-1.2,0.7
COC(=O)C1=C(C)Nc2nnnn2C1c1ccc(Cl)cc1Cl (centres undefined),-8,56*,-5,14,1,8,17,-0.85,0.4
Cc1ccc(NC(=O)CC2COc3ccccc3O2)cc1 (centres undefined),40,69*,-5,-4,0,-40,-2,-1.7,0.3
Cc1ccc(C(=O)CCNc2ccccc2)o1,-5,35,-4,-2,-3,4,-2,-2,0.7
CCOc1ccc(S(=O)(=O)NN)cc1,12,16,-2,2,10,-9,6,0.58,0.8
CCn1c(O)c(N=NC2=NC(=O)CS2)c2cc(C)ccc21,8,15,-4,23,-29,-5,12,0.015,0.9
CN(C)S(=O)(=O)NC(c1ccccc1)c1ccccc1,-6,83*,-3,14,1,4,11,1,0.2
COc1ccc(CN(C(=O)CSc2nnc(-c3ccc(OC)c(OC)c3)o2)c2ccc(F)cc2)cc1,5,.,-1,.,.,-4,-10,0.43,.
CCC1Oc2ccc(C)cc2N(CC(=O)NCc2cc(OC)ccc2OC)C1=O (centres undefined),.,73*,.,14,-2,.,.,-0.033,0.3
O=C(NCCOc1ccccc1)c1ncn[nH]1,2,-4,-7,-5,-17,-4,-4,-0.28,1
Nc1ncnc2c1ncn2CCOc1ccccc1,1,4,2,2,25,3,-18,-0.44,1
O=C(O)c1ccc(OC(F)(F)C(F)C(F)(F)F)cc1 (centres undefined),2,-5,-7,0,5,1,6,-2.4,1
COc1ccc2c(c1)nc(N)n2Cc1ccccc1,-2,85*,-7,-1,-2,0,18,0.48,0.1
Cc1cc(NC(CC(C)C)C(=O)O)nc(Cc2ccccc2)n1 (centres undefined),.,-9,-4,11,-4,.,-2,0.53,1.1
CC1(C)CC(=O)C2=C(C1)OC(N)=C(C#N)C21CCN(Cc2ccccc2)CC1,.,73*,.,11,0,.,.,-0.71,0.3
CS(=O)c1nc(-c2ccc(Br)cc2)cc(-c2ccccc2)c1C#N (centres undefined),.,57*,.,77*,-1,.,.,0.29,0.4
COc1ccc(/C=N/Nc2nc(C)c([N+](=O)[O-])c(N(C)c3ccccc3)n2)cc1OC,-6,5,-1,7,-2,5,-6,-0.49,1
COc1cc(OC)c(C(=O)NC2CCCCCC2)cc1OC,4,44,-1,47*,-6,-2,-31,0.79,0.6
Cc1c(C(=O)OCC(=O)c2c(N)n(CC(C)C)c(=O)n(C)c2=O)oc2ccccc12,4,.,-5,17,2,-3,-7,0.77,.

# A draw from above in order of formula weight, largest number first.
SMILES,sEH inh,CYP2C19 inhib,S1P2 agonist,PostGolgi ctrl,PostGolgi yeast,sEH act,S1P2 antag,hDAT+cocaine,CYP2C19 activ
COc1ccc(CN(C(=O)CSc2nnc(-c3ccc(OC)c(OC)c3)o2)c2ccc(F)cc2)cc1,5,.,-1,.,.,-4,-10,0.43,.
CCOC(=O)N1CCN(C(=O)/C(=C/c2ccccc2OC)NC(=O)c2ccccc2)CC1,-12,10,-3,5,2,11,-1,-0.0035,0.9
CN(C)S(=O)(=O)NC(c1ccccc1)c1ccccc1,-6,83*,-3,14,1,4,11,1,0.2
O=C(NCCOc1ccccc1)c1ncn[nH]1,2,-4,-7,-5,-17,-4,-4,-0.28,1

# (more compounds)
SMILES,sEH inh,CYP2C19 inhib,S1P2 agonist,PostGolgi ctrl,PostGolgi yeast,sEH act,S1P2 antag,hDAT+cocaine,CYP2C19 activ
NC(=O)c1cnn(Cc2ccc(Cl)cc2)c1N,-10,-5,-1,-3,4,12,-12,-0.72,1
COc1cc(C2C(C(=O)c3ccco3)=C(O)C(=O)N2Cc2cccnc2)cc(OC)c1OC (centres undefined),0,3,-3,-2,-1,-1,5,-0.28,1
O=C(CSCc1c(Cl)cccc1Cl)NCc1cccnc1,7,54*,-5,17,-4,-4,4,-0.18,0.5
CSc1nnc(NC(=O)C2CCCCC2)s1,.,7,.,-5,-7,.,.,-1.7,0.9
COC(=O)c1nnn(CC(=O)Nc2cc(Cl)ccc2C)c1C(=O)OC,0,55*,-3,6,-7,1,-10,-0.71,0.4
Cc1ccc(C)c(N2CCN(C(=O)c3ccc(NS(=O)(=O)c4c(C)noc4C)cc3)CC2)c1,-3,7,-8,14,4,6,-12,1.7,0.9
CC1(C)OC(=O)C2(Cc3ccccc3N3CCCCC32)C(=O)O1 (centres undefined),9,61*,-4,22,0,-8,2,-0.5,0.4
Cc1ccc(C2c3c(-c4ccccc4O)n[nH]c3C(=O)N2Cc2ccncc2)cc1 (centres undefined),.,41,-7,-2,-6,.,-12,-0.89,0.6
Cc1ccc(C)n1-n1cnc2scc(-c3cccs3)c2c1=O,.,36,.,-6,-7,.,.,1,0.6
CCOc1cc(C(=O)NCCN2CCOCC2)cc(OCC)c1OCC,1,.,-2,-15,0,-3,-1,0.037,.
Cn1c(=O)c(C(=O)NC2CCCCCCC2)c(O)c2ccccc21,.,0,.,-4,6,.,.,0.016,1
CCN(CC)c1ccc(NC(=O)c2cccnc2)cc1,-3,36,0,-5,3,4,-7,0.15,0.6
CC1=C(C(N)=O)C(c2ccc3c(c2)OCO3)n2nc(-c3cccc(C)c3)nc2N1 (centres undefined),13,.,-4,1,-9,-12,0,-0.0026,.
Cc1cc(C)c(NC(=O)CSc2nnc(Cc3cccn3C)n2-c2ccc(F)cc2)c(C)c1,-10,-3,-9,6,-5,11,18,1.2,1
Cn1nc(-c2ccc(Cl)cc2)c2cc(C(=O)NCCN3CCOCC3)sc21,.,49,-2,20,1,.,-9,2.6*,0.5
CNCC/C=C1/c2ccccc2CSc2ccccc21,-9,.,-6,.,.,9,14,0.0091,.
COCCN(Cc1cc2cc3c(cc2n2nnnc12)OCO3)C(=O)c1ccccc1F,2,31,-9,9,-6,0,-5,-1.3,0.7
CC(=O)c1sc(Nc2nc(C)cc(C)n2)nc1C,-11,15,-1,15,6,13,-28,0.00094,0.9
Cc1cc(C)c(NC(=O)CC(C)(C)C)c(Cl)c1,0,2,-6,3,5,1,8,-0.35,1
O=C(NC12CC3CC(CC(C3)C1)C2)c1ccc(-c2ccccc2Cl)o1,25,28,-3,15,7,-22,-9,-0.054,0.7
NC(=O)c1c(N)sc(=S)n1-c1ccccc1,-7,-25,-10,-3,2,7,3,0.049,1.3
O=[N+]([O-])c1nn(-c2ccc3c(c2)OCCO3)n(O)c1=NCc1ccccc1Cl,4,23,-7,44*,0,-2,-6,14*,0.8
CCOC(=O)c1cnc(SC)nc1Oc1cccc(NS(=O)(=O)c2ccccc2)c1,-15,18,-2,-1,-11,15,9,4.2,0.8
COc1cccc(NC(=O)COc2ccc(S(=O)(=O)NC(C)C)cc2)c1,-2,.,-1,.,.,8,-6,-0.066,.
CCOC(=O)c1nn(-c2cccc(C)c2)cc1C(=O)c1ccccc1,2,75*,-3,13,7,0,-20,.,0.2

# Compounds above that have two or more sulfur atoms:
SMILES,sEH inh,CYP2C19 inhib,S1P2 agonist,PostGolgi ctrl,PostGolgi yeast,sEH act,S1P2 antag,hDAT+cocaine,CYP2C19 activ
Cc1sc2nc(SCC(=O)N(CCO)CCO)n(C3CCCCC3)c(=O)c2c1C,6,4,-2,13,2,-6,-14,-0.46,1
CCC(C)N1C(=O)/C(=C/c2c(NCCCOC(C)C)nc3c(C)cccn3c2=O)SC1=S (centres undefined),-2,33,-8,26,21,5,23,-1.2,0.7
CSc1nnc(NC(=O)C2CCCCC2)s1,.,7,.,-5,-7,.,.,-1.7,0.9
Cc1ccc(C)n1-n1cnc2scc(-c3cccs3)c2c1=O,.,36,.,-6,-7,.,.,1,0.6
NC(=O)c1c(N)sc(=S)n1-c1ccccc1,-7,-25,-10,-3,2,7,3,0.049,1.3
CCOC(=O)c1cnc(SC)nc1Oc1cccc(NS(=O)(=O)c2ccccc2)c1,-15,18,-2,-1,-11,15,9,4.2,0.8

# (more compounds)
SMILES,sEH inh,CYP2C19 inhib,S1P2 agonist,PostGolgi ctrl,PostGolgi yeast,sEH act,S1P2 antag,hDAT+cocaine,CYP2C19 activ
CCCCCC(=O)Nc1nc(C)c(-c2csc(Nc3ccc(Cl)cc3)n2)s1,53,41,-6,30,-3,-50,-6,0.77,0.6
O=C1c2ccccc2CCC12N=NCC2c1ccc(Cl)cc1 (centres undefined),-3,84*,-4,5,1,2,-5,-0.6,0.2
CCC(C)(C)n1nnnc1C(c1cc2ccc(C)cc2[nH]c1=O)N(Cc1cccnc1)Cc1ccco1 (centres undefined),-1,99*,-4,24,-3,1,-12,0.087,0
COc1ccccc1NC(=O)CN1C(=O)NC(C)(C)C1=O,0,13,-3,6,-1,1,6,-0.29,0.9
CC(=O)N1CCN(c2ccc(NC(=O)c3ccc(N4CCCC4)c([N+](=O)[O-])c3)cc2Cl)CC1,41,-8,-3,18,-14,-41,-18,2.9,1.1
Cc1cc(C(=O)CSc2nnnn2-c2ccccc2)c(C)n1CCc1ccccc1,-4,50*,-3,5,-5,4,7,-0.024,0.5
CCn1c(COc2cccc(OC)c2)nnc1SCC(=O)Nc1cccc(OC)c1,1,82*,-5,6,-3,-1,3,1.3,0.2
c1ccc2nc3c(cc2c1)CCCCCC3,8,66*,0,9,0,-9,-18,0.32,0.3
O=C(CSc1ncc(-c2ccc(F)cc2)n1Cc1ccco1)Nc1nccs1,6,8,0,-8,1,-7,-9,-2,0.9
CC1Cn2c(nnc2C23CC4CC(CC(C4)C2)C3)S1 (centres undefined),-4,-16,-1,-2,3,4,-30,-0.21,1.2
O=c1[nH]c2c(s1)C=Nc1ccccc1N2,.,-13,.,0,-2,.,.,-0.6,1.1
Cc1nc(S(=O)(=O)N(C)Cc2ccccc2)c(C#N)c(C)c1Cl,.,10,-3,3,4,.,20,-1,0.9
Cc1ccc(C2c3c(oc4ccccc4c3=O)C(=O)N2c2nnc(C(C)C)s2)o1 (centres undefined),.,-5,.,10,7,.,.,-0.87,1.1
O=S(=O)(c1ccc(Cl)cc1)N1c2ccccc2Oc2nc3ccccc3nc21,1,.,1,.,.,2,-9,.,.
c1ccc(CCCNc2ncccn2)cc1,16,.,-11,.,.,-16,8,-0.044,.
Cc1cccc(NC(=S)N2CCC(c3nc4ccccc4o3)CC2)c1C,4,25,-10,5,5,0,-3,1.3,0.8

# Shown as a hit in hDAT+cocaine (from the list above):
Molecule	sEH inh	CYP2C19 inhib	S1P2 agonist	PostGolgi ctrl	sEH act	S1P2 antag	hDAT+cocaine	CYP2C19 activ
Cn1nc(-c2ccc(Cl)cc2)c2cc(C(=O)NCCN3CCOCC3)sc21	.	49	-2	20	.	-9	2.6*	0.5
O=[N+]([O-])c1nn(-c2ccc3c(c2)OCCO3)n(O)c1=NCc1ccccc1Cl	4	23	-7	44*	-2	-6	14*	0.8

# Screening results as filed in PubChem.
